SENP1 FRET inh = blocks the human SENP1 SUMO protease catalytic domain | Q9P0U3 | inhibition, % at 10 µM | hit rate 0.21% among 360,000 | recombinant SENP1 catalytic domain, CyPet-SUMO1-YPet FRET cleavage;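 active means inhibition at least 30% at 10 µM, raw YFP signal under a set limit, fluorescence ratio 0.5 to 1.5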;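 further: 0% = enzyme with DMSO and 100% = no enzyme wells; some results filed as inactive read as strong as hits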
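Test system: hSENP1 catalytic domain, recombinant; Amount: 20 pM final SENP1 enzyme; Medium: Tris pH 8 buffer plus EDTA, NaCl, BME, BSA, NP40, catalase; Schedule: 50 min enzyme reaction, room temperature, light-protected; Technique: FRET fluorescence in CFP and YFP emission channels; Controls: no-enzyme wells low, DMSO-plus-enzyme wells high control.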
GRIN3A LBD mod = modulates the human NR3A ligand-binding domain | Tm shift relative to glycine control, % at 25 µM | hit rate 2.5% among 340,000 | NR3A LBD differential scanning fluorimetry, Tm shift; 0% = protein alone, 100% = glycine-bound protein;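 active means melting temperature shift of at least 10% of the positive control shift, at one fixed dose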
hIAP activ = increases human intestinal alkaline phosphatase activity; hit rate 0.16% among 330,000; P09923; activation factor at 10 µM; purified human IAP, CDP-Star luminescence, 30 min; active compounds read high; 1 = vehicle-only enzyme, 0 = enzyme-free background;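 active means activation factor of the enzyme at least 2-fold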; further: the source names both 10 and 20 µM as test concentration; values of inactives mirror those of a sister screen read the other way
Target sequence (P09923 whole entry, looked up): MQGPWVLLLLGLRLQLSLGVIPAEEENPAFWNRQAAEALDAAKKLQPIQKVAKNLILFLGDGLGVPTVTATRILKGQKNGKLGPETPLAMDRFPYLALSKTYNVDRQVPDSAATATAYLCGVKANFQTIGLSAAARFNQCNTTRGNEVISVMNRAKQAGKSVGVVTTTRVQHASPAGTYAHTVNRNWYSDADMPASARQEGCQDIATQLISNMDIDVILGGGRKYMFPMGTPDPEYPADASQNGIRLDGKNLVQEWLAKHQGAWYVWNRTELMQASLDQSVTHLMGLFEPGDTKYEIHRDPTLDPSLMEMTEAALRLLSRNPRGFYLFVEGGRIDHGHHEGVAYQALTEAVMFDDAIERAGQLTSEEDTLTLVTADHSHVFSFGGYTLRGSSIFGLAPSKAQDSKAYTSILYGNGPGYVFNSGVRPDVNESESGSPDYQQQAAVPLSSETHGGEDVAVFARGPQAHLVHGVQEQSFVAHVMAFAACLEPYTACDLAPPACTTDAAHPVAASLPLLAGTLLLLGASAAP
MPTP block = inhibitors of mitochondrial permeability transition pore | hit rate 1.4% among 360,000 | inhibition, % at 10 µM | isolated mouse mitochondria, Ca2+ swelling absorbance, 30 min | AID 602449;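 active means inhibition of 50% or more, scaled per plate between neutral and stimulator controls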;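 further: 0% = DMSO wells given calcium and 100% = 1 mM EGTA wells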
PfG6PD inh = PfG6PD (Plasmodium falciparum) enzyme inhibition; PfGluPho enzyme, NADPH resazurin-diaphorase fluorescence; inhibition, % at 20 µM; hit rate 0.78% among 350,000; AID 504690;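 active means inhibition reaching at least a set limit at 20 µM in the primary screen, cut at about 59% in these data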;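 further: 0% = DMSO wells with substrate and 100% = DMSO wells lacking glucose-6-phosphate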
ATG4B inhibitor = ATG4B (human) cysteine protease inhibition | inhibition, % at 8.33 µM | hit rate 0.51% among 340,000 | ATG4B cleavage of LC3-PLA2, NBD-HPC fluorescence, 1 h | Q9Y4P1; in the data active means inhibition above about 40%
Target sequence (Q9Y4P1 whole entry, looked up): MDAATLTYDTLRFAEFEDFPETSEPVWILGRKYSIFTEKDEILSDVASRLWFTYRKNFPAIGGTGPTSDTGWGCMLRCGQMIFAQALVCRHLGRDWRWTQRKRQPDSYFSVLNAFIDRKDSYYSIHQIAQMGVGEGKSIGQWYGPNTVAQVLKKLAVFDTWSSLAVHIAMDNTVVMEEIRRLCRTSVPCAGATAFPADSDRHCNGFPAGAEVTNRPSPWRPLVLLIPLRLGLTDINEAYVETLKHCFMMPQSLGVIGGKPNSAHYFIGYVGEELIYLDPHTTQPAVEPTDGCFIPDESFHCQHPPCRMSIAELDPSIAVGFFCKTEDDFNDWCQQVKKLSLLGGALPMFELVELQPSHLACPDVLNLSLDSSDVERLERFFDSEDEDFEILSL
SENP6 block = inhibitors of human SENP6 protease; Q9GZR1; Recombinant SENP6 catalytic domain, aminoluciferin luminescence; inhibition, % at 10 µM; hit rate 1.8% among 330,000;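 active means inhibition above about 50% at the single tested dose, limit read from the data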;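 further: plate controls were DMSO wells with enzyme for no effect and DMSO wells lacking enzyme for full effect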
SENP8 block = inhibitors of human SENP8 protease | Q96LD8 | hit rate 0.64% among 360,000 | AID 602440 | recombinant SENP8, Nedd8 substrate fluorescence | inhibition, % at 20 µM; in the data active means inhibition mostly above about 40%, no sharp cut-off; inactive means mostly below about 27%
An asterisk follows results filed as active; . = no result given. The order is random; about 6.7% have a hit in one of these screens.

SMILES	SENP1 FRET inh	GRIN3A LBD mod	hIAP activ	MPTP block	PfG6PD inh	ATG4B inhibitor	SENP6 block	SENP8 block
CC(=O)c1cc(-c2ccccc2)n(CC(=O)NC2CCCCC2)c1C	1	1	0.79	-0.3	-32	0	-4	4
Oc1ccc(/C=N/Nc2ccc(Cl)nn2)c(O)c1O	5	22*	1.3	-0.1	45	-5	20	49*
O=S(=O)(c1cccc2cccnc12)N1CCOCC1	1	2	0.94	0.8	12	-6	11	9
CCCCCCn1c(=O)c(-c2ccccc2)c(O)c2ccccc21	1	12*	0.99	-0.3	-19	-3	-5	-381
CC(=O)Cc1nsc(NC(=O)c2ccc(-c3ccc(Cl)cc3Cl)o2)n1	-1	6	0.96	54*	44	4	9	-186
CC(Oc1cc2oc(=O)c3c(c2cc1Cl)CCCC3)C(=O)NCCN1CCOCC1 (configuration not stated)	0	0	1.1	-0.7	-6	4	-12	-292
CCC(CC)c1nnc(NC(=O)C2=NNC(=O)CC2)s1	3	0	1.1	0.1	2	-6	16	4
COc1ccc(N2CCN(C(=O)CCc3nnc4ccc(N5CCC(C)CC5)nn34)CC2)cc1	1	1	0.98	-0.3	-5	1	7	-18
CC(=O)Nc1ccc2c(c1)OCO2	0	-4	1	-1.3	-3	4	-6	0
CC(Sc1ccc(S(=O)(=O)N2CCN(C)CC2)cn1)C(=O)NC1(C#N)CCCCC1 (configuration not stated)	2	5	0.97	0.0	-4	-8	-5	-5
C=CCn1c(SCc2n[nH]c(=S)n2-c2ccccc2)nnc1-c1ccccc1	1	0	0.91	2.1	42	-14	-13	19
Cc1ccc([N+](=O)[O-])cc1S(=O)(=O)N1CCCN(C)CC1	-2	1	0.92	7.9	1	0	-12	15
Cc1cc(C)cc(NC(=O)Cn2nnc(C(=O)NCc3ccc4c(c3)OCO4)c2N)c1	0	-10	1.2	3.9	-8	10	17	16
Cc1ccc(S(=O)(=O)N2CCC(C(=O)C3C(=O)CCCC3=O)CC2)cc1	0	0	1	-4.9	-4	-15	15	5
CC(=O)c1ccc(NC(=O)C(=O)c2cn(CC(=O)N3CCCCC3)c3ccccc23)cc1	1	-2	0.9	0.7	-11	0	-2	8
Cc1ccc(S(=O)(=O)Nc2nc3ccccc3nc2NCc2ccco2)cc1C	-51	1	0.91	2.1	-29	-8	-29	-492
O=C(NCc1ccccc1F)C1CCCN1C(=O)Nc1ccc(Cl)cc1 (configuration not stated)	1	1	0.99	-0.2	-16	2	-2	13
COC(=O)c1cc(NC(=O)c2ccc(F)cc2)cc(C(=O)OC)c1	2	0	0.92	-3.3	-4	-10	-3	5
Cc1cccc(NC2=CC(=O)OC(C)C2)c1 (configuration not stated)	-13	-1	0.96	-2.5	-9	-8	7	26
Cc1nnc(SCC(=O)Nc2ccc([N+](=O)[O-])cc2)n1CC1CCCO1 (configuration not stated)	0	-1	0.88	-2.2	-2	0	10	10
Cc1cccc(C)c1NC(=O)C(c1ccccc1)N1CCOCC1 (configuration not stated)	2	5	0.96	0.3	-8	-13	-9	12
Cc1c(C(=O)N(C)C(C)c2ccccn2)oc2c(F)cccc12 (configuration not stated)	0	-2	1.2	2.6	15	12	-7	4
CCOc1cc(-c2noc(CCC(=O)NC3CCCCC3)n2)ccc1OC	1	0	0.82	1.4	0	5	-11	16
CCCCCN(C(=O)CCC(=O)OCc1cc(C)ccc1C)c1c(N)n(CCCC)c(=O)[nH]c1=O	-1	-4	1.4	0.3	-3	-3	-14	10
COc1ccccc1C(=O)NC(=O)COC(=O)c1ncc(Cl)c(Cl)c1Cl	2	3	1.1	0.1	4	-2	-11	6
O=C(CCN1CCN(C(c2ccccc2)c2ccccc2)CC1)N/N=C/c1ccc(O)cc1	3	7	1.1	14	2	-7	-23	15
CN1/C(=C/C(=O)c2nc(S(C)(=O)=O)ncc2Cl)C(C)(C)c2ccccc21	42*	-1	1.2	0.2	16	0	-10	25
O=C(CN1C(=O)/C(=C/c2ccccc2)SC1=S)N1CCN(CCc2ccccn2)CC1	3	0	1.2	-0.3	10	5	-5	18
Cc1cccc(C)c1NC(=O)CCS(=O)(=O)c1cccc2nsnc12	2	1	1	-1.2	8	-1	0	12
CCc1ccc(CNC(=O)CCn2ccc3cc(S(=O)(=O)N4CCCC4)ccc32)cc1	0	-3	1.5	-1.2	-3	1	-6	9
COc1cccc(CN(C)CCCn2cnc3c(SC)ncnc32)c1	-1	.	.	-0.5	4	.	.	13
O=C(O)c1ccc(N/N=C/c2cc3ccccc3nc2Cl)cc1	-33	3	1	1.7	10	-8	39	-103
O=c1c2ccccc2nc2n1C(CSc1ccc(Cl)cc1)CN2 (configuration not stated)	-1	-3	0.83	-1.7	-15	9	-4	9
CCC(=O)Nc1ccc(NCc2cccs2)cc1	1	0	0.85	-0.8	-6	-11	1	14
CCOc1ccccc1C(=O)Nc1nncs1	0	4	0.96	-1.3	1	3	-10	7
CCOC(=O)c1[nH]c(C)c(C(=O)N2CCc3ccccc32)c1C	0	0	1.1	0.6	-11	-7	-13	-5
Clc1cccc(Nc2nc(-c3cccnc3)cs2)c1	2	27*	0.96	4.7	43	-10	29	18
c1ccc2[nH]c(C3CC3)nc2c1	2	-1	1.3	0.2	-11	-12	-54	9
CCN(CC)S(=O)(=O)c1ccc2nc(CCl)[nH]c2c1	-39	-4	1.1	-0.7	-7	5	20	-20
CCc1cc2c(=O)c(-c3nc4ccccc4[nH]3)coc2c(CN2CCCCC2C)c1O (configuration not stated)	-9	-2	1.1	2.1	4	-8	-10	-165

Gathered by group, the compounds so far containing an NH in an aromatic ring
SMILES	SENP1 FRET inh	GRIN3A LBD mod	hIAP activ	MPTP block	PfG6PD inh	ATG4B inhibitor	SENP6 block	SENP8 block
C=CCn1c(SCc2n[nH]c(=S)n2-c2ccccc2)nnc1-c1ccccc1	1	0	0.91	2.1	42	-14	-13	19
CCCCCN(C(=O)CCC(=O)OCc1cc(C)ccc1C)c1c(N)n(CCCC)c(=O)[nH]c1=O	-1	-4	1.4	0.3	-3	-3	-14	10
CCOC(=O)c1[nH]c(C)c(C(=O)N2CCc3ccccc32)c1C	0	0	1.1	0.6	-11	-7	-13	-5
c1ccc2[nH]c(C3CC3)nc2c1	2	-1	1.3	0.2	-11	-12	-54	9
CCN(CC)S(=O)(=O)c1ccc2nc(CCl)[nH]c2c1	-39	-4	1.1	-0.7	-7	5	20	-20
CCc1cc2c(=O)c(-c3nc4ccccc4[nH]3)coc2c(CN2CCCCC2C)c1O (configuration not stated)	-9	-2	1.1	2.1	4	-8	-10	-165

Further records follow:
SMILES	SENP1 FRET inh	GRIN3A LBD mod	hIAP activ	MPTP block	PfG6PD inh	ATG4B inhibitor	SENP6 block	SENP8 block
N#CC1=C(S)N(c2ccccc2)C(c2cccs2)NC1=O (configuration not stated)	2	0	0.88	-1.3	13	0	-14	-2
Oc1ccc(C(=Nc2ccccc2)c2ccccc2)c(O)c1	5	-7	.	3.0	-12	4	.	20
CC(=O)n1nc(-c2ccccc2)nc1NCc1ccc(F)cc1	4	-1	0.99	-2.0	-6	-5	-9	19
COc1ccc(C(=O)N/C(N)=N/c2nc3ccccc3o2)cc1	-1	0	1.2	2.7	-1	-12	-15	-6
O=C(CS(=O)c1cccc(C(F)(F)F)c1)Nc1ccccc1Cl (configuration not stated)	-1	0	0.86	0.6	8	-10	-12	15
CCN(CC)CCC(c1ccc2c(c1)OCO2)c1c(OC)cc(OC)c2c(-c3ccccc3)cc(=O)oc12 (configuration not stated)	0	-3	1	-0.5	-7	3	-25	-18
CN(C)c1oc(-c2ccc(OCc3ccccc3)cc2)nc1C#N	4	-1	0.99	1.9	-2	2	20	-496
O=C(N/N=C/C1CC2C=CC1C2)c1ccccc1O (configuration not stated)	1	-1	0.98	-0.8	-4	0	-24	-267
Cc1ccc(S(=O)(=O)N2[C@@H](c3ccc(F)cc3)C(C(=O)O)=CC[C@H]2c2cccs2)cc1	-2	1	0.98	3.2	-4	0	5	6
COc1cccc(/C=N/NC(=S)Nc2cccnc2)c1	0	0	1.1	0.8	19	-7	5	-4
CCc1nn(C(C)C(=O)NCCN2CCN(c3cccc(C)c3C)CC2)c(=O)c2cc3occc3n12 (configuration not stated)	-3	1	0.99	4.2	0	12	-25	21
Cc1cccc(NS(=O)(=O)c2ccc3[nH]c(=O)cc(C(=O)O)c3c2)c1	3	-1	0.96	0.5	-2	-6	4	11
CC(NC(=O)c1cccc(S(=O)(=O)N2CCN(C)CC2)c1)C1CC2CCC1C2 (configuration not stated)	2	-2	1.1	6.3	-10	0	-15	12
O=C(Cc1ccc(NC(=O)C2CCCN(C(=O)C3CCC3)C2)cc1)Nc1ccc(C(=O)N2CCOCC2)cc1 (configuration not stated)	0	-1	.	3.3	12	-6	.	-12
COc1ccc(CCNC(=O)c2csc3c2CCCC3)cc1OC	2	0	1.2	1.9	-1	-1	4	17
CN(C)S(=O)(=O)c1cccc(NC(=O)CO/N=C(\N)c2ccccc2)c1	-1	2	0.9	-0.6	9	2	-1	16
O=C1C(Cl)=C(N2CCCCC2)C(=O)N1c1ccccc1Cl	-17	1	1.1	1.0	-5	3	-4	10
CCn1c2ccccc2c2cc(NC(=O)C(=O)NCC3CCCO3)ccc21 (configuration not stated)	1	2	0.98	-1.0	-6	3	-39	5
N=C1C(c2ccccc2)=C(O)CN1CCO	2	3	0.95	-0.4	-13	-5	2	0
O=S(=O)(Nn1cnnc1)c1ccc2ccccc2c1	1	0	1.2	-1.4	-14	1	13	-2
COCc1ccc(C(=O)N(C)CC2CCCN(CCc3ccccc3F)C2)o1 (configuration not stated)	3	0	1.2	0.0	-9	-3	17	10
C/C(CC(=O)Nc1ccc2c(c1)OCCO2)=N\NC(=O)COc1ccc(C)cc1Br	1	1	1.1	-0.7	4	-21	-2	26
COc1cc(C2NC(=O)NC(C)=C2C(=O)OC2CCCCC2)cc(Cl)c1O (configuration not stated)	4	0	0.84	-2.5	-7	-5	7	21
CCN(CC)S(=O)(=O)c1ccc(N2CCOCC2)c(NC(=O)c2cc3ccccc3o2)c1	2	.	.	0.8	25	.	.	-15
CC(C)Oc1ccc(NC(=O)C2CCCNC2=O)cc1 (configuration not stated)	0	-8	0.95	-1.1	-10	2	-10	24
Cc1cc(C(=O)N/N=C/C=C/c2ccccc2)n[nH]1	3	-429	1.1	0.0	4	-6	-10	2
O=C(NN1C(=O)NC2(CCCCC2)C1=O)c1cc2cc(Cl)ccc2o1	1	2	1.1	-2.8	-11	-31	-19	7
Cc1cc(OCCn2cc(/C(N)=N/O)c3ccccc32)ccc1Cl	0	0	1.2	3.9	37	-6	-24	8
O=S(=O)(NCCc1ccc2c(c1)OCCO2)c1cccs1	13	-1	1.2	0.5	5	-12	-1	5
Nc1nc(SCC(=O)NCC2CCCO2)[nH]c(=O)c1NC(=O)c1ccc(F)c(F)c1 (configuration not stated)	1	-3	1.1	1.2	-15	6	12	3
O=C(c1cccc(S(=O)(=O)Nc2ccc(F)cc2)c1)N1CCCC1	1	1	0.76	0.2	5	-5	-9	0
CC(=O)c1ccc(S(=O)(=O)Nc2ccc(-n3c(C)nc4ccccc4c3=O)cc2)cc1	0	0	1	-1.9	-9	9	-11	4
Cc1ccc(C(c2ccc(C)o2)c2cccc([N+](=O)[O-])c2O)o1	6	-5	1	6.4	-9	10	8	19
COc1cccc(C(CNC(=O)C(c2ccccc2)c2ccccc2)N(C)C)c1 (configuration not stated)	1	0	1.2	0.2	-3	-8	-24	6
CCOC(=O)c1sc(C)c2c(=O)n(Cc3ccc(Cl)cc3)c(C)nc12	-5	0	0.94	0.0	9	-11	-2	-288
